LYPLA1 counter – LYPLA1 inhibitors, primary screen, counter-screen for PME1 inhibitor project, biochemical, fluorescence polarization, FP-Rh probe ABPP; Acyl-protein thioesterase 1 (Homo sapiens), O75608; recombinant LYPLA1; inhibition, % at 5.9 µM; 0.16% of 320,000 active;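 active means inhibition above the mean of all tested compounds plus 3 SD, set per campaign, cut at about 14% in these data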;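 further: inhibitors block serine hydrolase probe labeling of LYPLA1 so polarization falls; 0% = enzyme with DMSO and 100% = wells lacking LYPLA1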
Target sequence (O75608 whole entry, looked up): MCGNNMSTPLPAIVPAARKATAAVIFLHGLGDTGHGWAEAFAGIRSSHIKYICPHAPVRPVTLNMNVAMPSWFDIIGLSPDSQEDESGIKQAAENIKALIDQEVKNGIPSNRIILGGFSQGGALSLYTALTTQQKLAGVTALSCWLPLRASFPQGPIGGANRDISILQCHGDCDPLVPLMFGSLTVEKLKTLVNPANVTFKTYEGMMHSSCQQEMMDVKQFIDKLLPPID
PME-1 primary – PME-1 inhibitors via competitive probe labeling, primary screen, biochemical, fluorescence polarization, FP-Rh probe, HTS; Protein phosphatase methylesterase 1 (Homo sapiens), Q9Y570; recombinant PME-1; inhibition, % at 5.9 µM; 0.53% of 320,000 active; AID 2130, 2009;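 active means inhibition above the campaign mean of all compounds plus 3 SD, cut at about 26% in these data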;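 further: competitive labeling of PME-1 active site by serine hydrolase directed probe; 0% = PME-1 with DMSO and 100% = wells lacking PME-1 enzyme; inhibitors block probe labeling so polarization falls and inhibition rises; many of its hits are not listed in these tables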
Target sequence (Q9Y570 whole entry, looked up): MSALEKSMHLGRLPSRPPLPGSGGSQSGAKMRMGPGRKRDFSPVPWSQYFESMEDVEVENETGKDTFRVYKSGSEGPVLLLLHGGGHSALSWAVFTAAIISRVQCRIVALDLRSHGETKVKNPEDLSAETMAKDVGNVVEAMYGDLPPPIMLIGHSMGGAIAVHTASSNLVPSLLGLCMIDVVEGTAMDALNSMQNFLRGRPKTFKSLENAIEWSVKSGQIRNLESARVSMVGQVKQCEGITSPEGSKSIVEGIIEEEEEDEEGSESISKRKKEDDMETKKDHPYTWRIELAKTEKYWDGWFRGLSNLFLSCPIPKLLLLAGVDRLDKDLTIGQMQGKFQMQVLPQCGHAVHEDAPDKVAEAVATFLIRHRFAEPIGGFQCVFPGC
pPAFAH FP inh – pPAFAH enzyme inhibitors, primary screen, biochemical, fluorescence polarization, human; Platelet-activating factor acetylhydrolase (Homo sapiens), Q13093; recombinant pPAFAH, FP-rhodamine probe fluorescence polarization; inhibition, % at 3.39 µM; 1.5% of 330,000 active; AID 463082, 2010;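 active means inhibition above the mean inhibition across the screen plus 3 SD, cut at about 25% in these data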;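 further: inhibitors block binding of the rhodamine activity-based probe so polarization drops; 0% = enzyme with DMSO and 100% = wells lacking pPAFAH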
GSTO1 counter – inhibitors of recombinant GSTO1, primary screen, counter-screen for RBBP9 inhibitor project, biochemical, fluorescence polarization. Glutathione S-transferase omega-1 (Homo sapiens), P78417. activity-based probe fluorescence polarization. inhibition, % at 5.96 µM. AID 1974, 2009. 1.1% of 300,000 active;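 active means inhibition above the campaign mean inhibition plus 3 SD, cut at about 35% in these data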;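 further: 0% = GSTO1-1 with DMSO and 100% = wells lacking GSTO1-1 enzyme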
LYPLA2 inh – LYPLA2 inhibitors, primary screen, counter-screen for PME1 inhibitor project, biochemical, fluorescence polarization, FP-Rh probe ABPP; inhibition, % at 5.9 µM; 0.38% of 320,000 active; Acyl-protein thioesterase 2 (Homo sapiens), O95372; recombinant LYPLA2;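 active means inhibition above the screen-wide mean plus 3 SD, limit set per campaign, cut at about 26% in these data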;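 further: 0% = LYPLA2 with DMSO and 100% = wells lacking LYPLA2 enzyme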
PREPL inhibitor – PREPL enzyme inhibitors, primary screen, biochemical, fluorescence polarization; Prolyl endopeptidase-like (Homo sapiens), Q4J6C6; inhibition, % at 5.96 µM; recombinant PREPL, fluorescence polarization activity-based probe; 0.68% of 320,000 active; in the data active means inhibition above about 43%;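 further: 0% = enzyme with DMSO and 100% = wells lacking enzyme; many of its hits are not listed in these tables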
PAFAH1B3 inh – PAFAH1B3 enzyme inhibitors, primary screen, biochemical, fluorescence polarization, human; Platelet-activating factor acetylhydrolase IB subunit alpha1 (Homo sapiens), Q15102; 0.28% of 340,000 active; inhibition, % at 3.39 µM; recombinant PAFAH1B3, FP-rhodamine probe;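 active means inhibition above the screen-wide average of all tested compounds plus 3 SD, cut at about 25% in these data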;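 further: 0% = enzyme with DMSO only and 100% = wells lacking PAFAH1B3 protein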
Target sequence (Q15102 whole entry, looked up): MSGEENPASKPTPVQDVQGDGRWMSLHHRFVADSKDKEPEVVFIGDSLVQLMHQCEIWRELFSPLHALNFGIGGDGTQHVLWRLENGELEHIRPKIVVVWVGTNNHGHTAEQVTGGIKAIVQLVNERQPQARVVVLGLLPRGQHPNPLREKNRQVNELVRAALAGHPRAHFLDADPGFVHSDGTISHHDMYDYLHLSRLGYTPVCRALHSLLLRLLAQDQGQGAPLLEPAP
PAFAH1B2 inh – PAFAH1B2 enzyme inhibitors, primary screen, biochemical, fluorescence polarization, human. Platelet-activating factor acetylhydrolase IB subunit alpha2 (Homo sapiens), P68402. recombinant PAFAH1B2, FP-rhodamine activity probe. inhibition, % at 3.39 µM. 1.2% of 340,000 active. AID 492953, 2010;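 active means inhibition above the mean of all tested compounds plus 3 SD, cut at about 24% in these data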;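 further: 0% = enzyme with DMSO and 100% = wells lacking PAFAH1B2; many of its hits are not listed in these tables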
Target sequence (P68402 whole entry, looked up): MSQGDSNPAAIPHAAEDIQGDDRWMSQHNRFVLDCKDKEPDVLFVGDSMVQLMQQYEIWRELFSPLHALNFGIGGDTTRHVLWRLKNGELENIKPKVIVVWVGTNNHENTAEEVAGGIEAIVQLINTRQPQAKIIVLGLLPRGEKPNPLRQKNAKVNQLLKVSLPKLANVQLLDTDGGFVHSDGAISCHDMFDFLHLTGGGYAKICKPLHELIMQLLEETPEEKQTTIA
PAD4 inh – human PAD4 inhibitors, primary screen, biochemical, fluorescence polarization, 1536-well format. recombinant PAD4, RCA probe fluorescence polarization. inhibition, % at 6.36 µM. 0.41% of 330,000 active. AID 485272, 2010;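 active means percent inhibition above a cutoff equal to the mean of all tested compounds plus 3 SD, cut at about 15% in these data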;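 further: 0% = PAD4 with RCA probe and DMSO and 100% = probe without PAD4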
* marks the source's active call; other numbers are inactive results; x = not tested or not shown. Not all compounds are listed. The share of hits here may be higher or lower than overall.

SMILES	LYPLA1 counter	PME-1 primary	pPAFAH FP inh	GSTO1 counter	LYPLA2 inh	PREPL inhibitor	PAFAH1B3 inh	PAFAH1B2 inh	PAD4 inh
CCCN1CCN(c2nc(-c3cccs3)nc3ccccc23)CC1	-4	-4	2	1	-5	-20	10	0	-6
O=C(Oc1ccccc1)c1cc2ccccc2oc1=O	-1	-4	1	1	-6	7	0	1	0
CN(C(=O)COC(=O)c1cccc(S(=O)(=O)N2CCOCC2)c1)C1CCS(=O)(=O)C1 (stereo unspecified)	1	-3	1	3	2	-10	-2	3	9
CC(=O)NC(CCS(C)(=O)=O)C(=O)Nc1cccc(C(C)=O)c1 (stereo unspecified)	-1	6	0	8	7	-2	5	-1	1
CC(C)c1ccc(C2C(C#N)=C(N)N3C(=C2C#N)Sc2ccccc23)cc1 (stereo unspecified)	-4	1	1	2	1	-9	x	x	-6
Cc1ccccc1NC(=O)N1CCN(c2ncccn2)CC1	-2	3	-5	-4	-8	12	7	-4	-5
CCn1c(Cc2ccccc2)nnc1SCC(=O)Nc1ccc(OC)cc1	0	0	4	4	-1	-2	16	0	1
COc1ccc(NS(=O)(=O)c2ccc(SC)cc2)cc1	-1	-12	16	3	0	-5	7	7	-3
O=C1/C(=C/c2ccc(C(=O)O)cc2)CCC/C1=C\c1ccc(C(=O)O)cc1	4	-1	4	-3	-4	3	6	6	3
C/C(=N\NC(=S)NC(C)C)c1ccc(-n2ccnc2)cc1	6	-6	-2	-2	2	17	2	6	1

Reprinted from the part before: three entries, followed by the next part.
SMILES	LYPLA1 counter	PME-1 primary	pPAFAH FP inh	GSTO1 counter	LYPLA2 inh	PREPL inhibitor	PAFAH1B3 inh	PAFAH1B2 inh	PAD4 inh
COc1ccc(NS(=O)(=O)c2ccc(SC)cc2)cc1	-1	-12	16	3	0	-5	7	7	-3
O=C1/C(=C/c2ccc(C(=O)O)cc2)CCC/C1=C\c1ccc(C(=O)O)cc1	4	-1	4	-3	-4	3	6	6	3
C/C(=N\NC(=S)NC(C)C)c1ccc(-n2ccnc2)cc1	6	-6	-2	-2	2	17	2	6	1
CCCCCCCC(=O)NNC(=O)c1ccc(F)cc1	1	-2	9	0	0	9	3	6	-2
CCC(=O)c1ccc(OCC(=O)OCC(=O)N2c3ccccc3NC(=O)C2(C)C)cc1	2	-4	3	6	1	24	1	-5	3
COc1ccc(NC(=O)C(C)SCc2ccccc2)cc1OC (stereo unspecified)	-4	-1	3	-6	0	3	9	5	-1
O=C(/C(N=Nc1cccc(C(F)(F)F)c1)=C(/O)c1cccs1)C(F)(F)F	0	-3	2	1	4	12	12	7	1
COc1ccccc1N1CCN(C(=O)C(=O)c2c(C)[nH]c3ccccc23)CC1	0	-3	5	0	1	1	-2	6	0
Cn1c(SCC(=O)N2CCN(c3ccccc3)CC2)nnc1-c1ccncc1	-2	0	-2	0	-1	18	5	2	-3
COc1ccccc1-n1cnnc1SCc1csc(-c2ccccc2)n1	2	-1	6	-3	5	8	3	5	-2
Cc1cc(=O)oc2cc(OCC(=O)OC(C)C(=O)Nc3ccc(S(N)(=O)=O)cc3)ccc12 (stereo unspecified)	x	x	2	x	x	11	6	2	0
NS(=O)(=O)c1ccc(CCNC(=O)c2cc([N+](=O)[O-])ccc2N2CCCCC2)cc1	78*	2	2	2	30*	9	3	4	2
CC(C)(C)c1ccc(SCC(N)=O)cc1	3	-2	0	3	3	22	8	9	0
Clc1ccc(-c2c[n+](Cc3cccc(Cl)c3)c3n2CCC3)cc1	1	6	3	8	1	4	6	-1	-1
FC(F)(F)c1cc(-c2cccs2)nc(N2CCOCC2)n1	-5	0	3	7	1	-4	8	0	2
O=S(=O)(NC1CCCCC1Oc1ccccc1)c1ccc(Cl)cc1 (stereo unspecified)	2	4	5	0	2	-30	-6	21	2
O=C(NNC(=O)C1CCN(c2ncccn2)CC1)c1ccc(F)cc1	-1	-1	3	2	3	-3	4	4	-1
O=C(Nc1ccc(N2CCCCC2)cc1)c1cc(S(=O)(=O)N2CCOCC2)ccc1F	-1	-4	5	7	1	-3	9	2	-3
Nc1cc(=O)[nH]c(SCC(=O)Nc2ncc(C(F)(F)F)cc2Cl)n1	1	5	4	3	1	-3	4	-4	-4
Cc1ccc(N2CC(c3nc4ccccc4n3C)CC2=O)cc1 (stereo unspecified)	1	0	3	-5	-3	1	1	3	2
Cc1cc(C)cc(NC(=O)Nc2ccc(NC(=O)c3ccccc3O)cc2)c1	-7	6	10	-8	-5	5	6	3	0
CC(=O)C1=C(O)C(=O)N(c2ccccn2)C1c1ccccc1[N+](=O)[O-] (stereo unspecified)	2	-4	1	7	-1	7	2	7	-3
CCOC(=O)C1=C(N)n2c(s/c(=C\c3ccco3)c2=O)=C(C(=O)OCC)C1c1ccco1 (stereo unspecified)	-4	-5	17	17	-14	6	-1	-2	2
CC1(C)C(=O)Nc2ccccc2N1C(=O)COC(=O)c1cccnc1Cl	x	x	1	x	x	20	9	2	3
CCn1c(SCc2c(Cl)cccc2Cl)nnc1-c1nn(-c2ccccc2)ccc1=O	1	-2	5	1	0	-22	9	0	-2
CC(=O)Nc1scc(C)c1-c1nc2ccccc2s1	-1	-3	2	7	-5	3	1	2	-6
Cc1cccc(NS(=O)(=O)c2cccc(C(=O)NCCCN3CCCC3=O)c2)c1	-1	-1	28*	-6	3	-12	0	6	-2
O=C/C=C/c1coc2ccc3ccccc3c2c1=O	1	2	5	3	4	8	x	x	-2
COc1ccccc1-c1coc2c(CN(C)C)c(O)ccc2c1=O	-1	-11	2	9	-3	8	1	-2	0
N#CCC(=O)Nc1ccc(C(=O)OCC(=O)c2ccc3c(c2)OCCO3)cc1	-23	-13	0	-27	-26	-16	-15	-7	-10
CCOC(=O)CSc1nc2cc(C(=O)N3CCC(C(N)=O)CC3)ccc2c(=O)n1-c1ccccc1	1	-1	8	2	5	-7	12	-2	-3
N#Cc1ccsc1NC(=O)C1CCN(S(=O)(=O)c2cccs2)CC1	-2	7	3	1	0	-14	2	-1	-3
Cc1c(Cl)cccc1NC(=S)N(CCN(C)C)C(C)c1ccco1 (stereo unspecified)	4	5	2	4	2	1	2	-2	5
COc1ccc(C(=O)Nc2ccncc2)cc1OC	-1	-3	2	4	0	-2	-3	0	-1
COc1ccc(C)cc1S(=O)(=O)N1CCN(C(=O)c2ncoc2-c2cccc(C)c2)CC1	-1	5	0	-5	-4	30	9	0	-3
Cc1ccc(C(=O)N2CC3(C(C)C)CN(C(=O)c4ccc(C)cc4)CC(C(C)C)(C2)C3=O)cc1	-1	-4	2	-3	0	-4	-1	-1	-1
CC12CCC(=O)N1C(C(=O)Nc1nc3c(F)cc(F)cc3s1)CS2 (stereo unspecified)	-5	-1	8	2	-7	3	4	-3	6
CCOc1ccc(C(=O)OC2CCN(C)CC2)cc1	-4	-1	-2	7	1	-1	2	0	-6
c1coc(CNc2nc(-c3cccs3)cs2)c1	-2	0	14	4	-2	13	9	2	-6
CCOC(=O)C1(CCOC)CCN(Cc2nc(-c3cccs3)oc2C)CC1	1	-1	0	0	-6	29	3	0	5
N/C(Cn1cncn1)=N\NC(=O)C(=O)Nc1ccccc1	-2	0	4	-12	0	0	8	0	-3
COC(=O)c1cc(S(=O)(=O)N2CCCCCC2)c[nH]1	-2	-1	7	0	-1	-1	1	4	3
COc1cccc(C(C)NC(=S)NCc2ccc(F)cc2)c1 (stereo unspecified)	0	7	7	11	-5	-2	2	2	1
COC(=O)c1cc(O)c(O)c(O)c1	-3	-7	0	47*	7	10	22	8	5
COc1cc2c(cc1OC)C(C)N(C(=O)Nc1cc(C)cc(C)c1)CC2 (stereo unspecified)	-1	4	1	-1	-1	7	11	4	4
CC1CCCC(NC(=O)Nc2cccs2)C1C (stereo unspecified)	-3	1	5	4	0	4	4	4	-6
Cc1ccccc1OCC(=O)N/N=C/c1ccc(N(C)C)cc1	5	6	11	-1	8	13	-3	-1	-1
Cc1nn(C(C)(C)C)c(NC(=O)c2ccc(Cl)cc2Cl)c1Br	1	2	1	-1	-3	-7	x	x	0
Cc1ccc(-c2cc(=O)c3ccc(Cl)cc3[nH]2)cc1	-2	3	-4	8	1	18	6	1	-2
CCC(=O)Nc1cccc(NC(=O)c2ccccc2Cl)c1	-1	3	3	-3	13	-12	2	3	-2
C/C=C(\C)C(=O)OC1CC(C)(C)C[C@H]2C3=CC[C@@H]4[C@@]5(C)CCC(O[C@@H]6O[C@@H](C(=O)O)[C@@H](O)C(O[C@@H]7OC[C@H](O)[C@@H](O)[C@@H]7O[C@@H]7OC(CO)C(O)[C@@H](O)[C@@H]7O)C6O[C@@H]6OC(CO)C(O)C(O)C6O)[C@@](C)(CO)[C@@H]5CC[C@]4(C)[C@]3(C)CC(O)[C@@]12CO (stereo partly specified)	x	x	0	x	x	12	-8	2	2
Cn1c(SCC(=O)Nc2ccc3c(c2)OCCO3)nnc1-c1ccco1	0	2	2	5	-2	-7	-1	6	-1
CC(=O)N1CC2(c3ccccc3)CN(C(C)=O)CC(c3ccccc3)(C1)C2=O	1	5	12	15	1	1	2	-1	-1
New compounds follow.
SMILES	LYPLA1 counter	PME-1 primary	pPAFAH FP inh	GSTO1 counter	LYPLA2 inh	PREPL inhibitor	PAFAH1B3 inh	PAFAH1B2 inh	PAD4 inh
CCc1ccc(C(=O)COc2ccc(NC(C)=O)cc2)cc1	-3	-5	-3	-1	-1	-2	9	7	-3
O=C(COc1ccc(Cl)cc1)Nc1ccccc1C(=O)NCc1cccnc1	-2	-52	4	0	1	1	13	-2	0
CN(C)c1ccc(CNC(=O)CN(C)S(=O)(=O)c2ccc3c(c2)c(=O)n(C)c(=O)n3C)cc1	-1	0	0	4	-5	10	-1	3	-9
Cc1nc2ncnn2c(C)c1CCC(=O)NCc1ccco1	-4	0	5	-6	0	7	6	1	-1
CCn1c(CNc2ccc(Cl)cc2)nnc1SCC(=O)NCc1ccccc1	-1	-2	5	11	2	-14	1	14	6
Cc1ccnc(NC(=O)c2cc3c(=O)oc4ccc(C)cc4c3s2)c1	-2	-9	3	0	2	1	-1	1	1
CCn1nc(C)c(CNC(=O)C2CCC(=O)N(Cc3ccc(Cl)cc3)C2)c1C (stereo unspecified)	1	2	5	0	9	-1	-1	4	-3
Cc1ccc(C2=NS(=O)(=O)N(C)C(C(=O)NC(C)c3ccccc3)=C2)cc1 (stereo unspecified)	1	6	7	0	4	-13	5	5	-3
CCc1sc(C(=O)Nc2ccc(NC(C)=O)cc2)cc1C	-2	9	1	3	9	4	-7	7	2
C=CCn1c(SCC(N)=O)nc2scc(-c3ccc(C)o3)c2c1=O	-4	9	11	2	-3	6	-4	5	1
CC(=O)Nc1cccc(C(=O)N/N=C/c2ccc(F)cc2)c1	0	2	0	0	-2	-3	-1	2	-1
COc1cc(CNCc2ccccn2)ccc1OCC(=O)NC(C)(C)C	-3	2	-2	-1	5	4	-2	-5	1
